Assay outcomes as filed in PubChem BioAssay.
eIF4E 4G PPI: blocks eIF4E binding to eIF4G; AID 782; TR-FRET eIF4E-eIF4GI(517-606) binding, 2 h; inhibition, % at 21.7 µM; 220,000 compounds, 0.37% hits; P63073+Q04637;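 active = inhibition above about 30%, limit read from the data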;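 note: 0% = full FRET control wells and 100% = background wells lacking eIF4GI fragment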
zVAD death inh: blocks zVAD induced death of L929 cells; L929 zVAD necroptosis rescue, ATP luminescence, 24 h; with zVAD 60 µM; viability rescue, % at 10 µM; 220,000 compounds, 0.38% hits; AID 1377;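 active = activation, scaled between plate controls, above about 75%, limit read from the data; inactive = activation under that limit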;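 note: 0% = zVAD with DMSO and 100% = DMSO alone without zVAD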
Rad51 HR inh: Rad51 (human) homologous recombination inhibition. hRad51 DNA strand exchange, fluorescence dequenching. inhibition, % at 10 µM. 200,000 compounds, 0.085% hits. AID 1385;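 active = inhibition above 40% at the single screening dose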;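 note: 0% = DMSO control wells and 100% = blanks with heterologous ssDNA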
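Test system: preformed human Rad51 ssDNA filaments. Compound dosing: single dose, 10 µM final compound. Incubation: filaments 15 min 37 °C, then compound 30 min. Technique: FRET fluorescence dequenching, excitation 485 nm, emission 520 nm. Read-out basis: percent inhibition from fluorescence, normalised to plate control and blank means. Benchmarks: plate controls and plate blanks.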
EBV gp42 block: EBV gp42 inhibition; AID 1085; inhibition, % (tested at 21.74 µM); Fluorescence polarization binding assay, mP read-out; Q1HVG2; 220,000 compounds, 0.42% hits; in the data active = inhibition above about 50%
PERK inh: human PERK inhibition, primary cell-based screen; Q9NZJ5; CHO PERK-DD fusion, SEAP luminescence translation reporter; inhibition, % at 5.6 µM; 220,000 compounds, 0.17% hits;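 active = inhibition above the mean inhibition of all tested compounds plus 3 SD, set separately per screening campaign, cut at about 2.9% in these data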;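 note: PERK kinase domain activated by AP20187 dimerizer at 100 nM; 0% = DMSO with dimerizer and 100% = rapamycin at 8.4 µM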
Target sequence (Q9NZJ5 whole entry, looked up, the tested form may be a part): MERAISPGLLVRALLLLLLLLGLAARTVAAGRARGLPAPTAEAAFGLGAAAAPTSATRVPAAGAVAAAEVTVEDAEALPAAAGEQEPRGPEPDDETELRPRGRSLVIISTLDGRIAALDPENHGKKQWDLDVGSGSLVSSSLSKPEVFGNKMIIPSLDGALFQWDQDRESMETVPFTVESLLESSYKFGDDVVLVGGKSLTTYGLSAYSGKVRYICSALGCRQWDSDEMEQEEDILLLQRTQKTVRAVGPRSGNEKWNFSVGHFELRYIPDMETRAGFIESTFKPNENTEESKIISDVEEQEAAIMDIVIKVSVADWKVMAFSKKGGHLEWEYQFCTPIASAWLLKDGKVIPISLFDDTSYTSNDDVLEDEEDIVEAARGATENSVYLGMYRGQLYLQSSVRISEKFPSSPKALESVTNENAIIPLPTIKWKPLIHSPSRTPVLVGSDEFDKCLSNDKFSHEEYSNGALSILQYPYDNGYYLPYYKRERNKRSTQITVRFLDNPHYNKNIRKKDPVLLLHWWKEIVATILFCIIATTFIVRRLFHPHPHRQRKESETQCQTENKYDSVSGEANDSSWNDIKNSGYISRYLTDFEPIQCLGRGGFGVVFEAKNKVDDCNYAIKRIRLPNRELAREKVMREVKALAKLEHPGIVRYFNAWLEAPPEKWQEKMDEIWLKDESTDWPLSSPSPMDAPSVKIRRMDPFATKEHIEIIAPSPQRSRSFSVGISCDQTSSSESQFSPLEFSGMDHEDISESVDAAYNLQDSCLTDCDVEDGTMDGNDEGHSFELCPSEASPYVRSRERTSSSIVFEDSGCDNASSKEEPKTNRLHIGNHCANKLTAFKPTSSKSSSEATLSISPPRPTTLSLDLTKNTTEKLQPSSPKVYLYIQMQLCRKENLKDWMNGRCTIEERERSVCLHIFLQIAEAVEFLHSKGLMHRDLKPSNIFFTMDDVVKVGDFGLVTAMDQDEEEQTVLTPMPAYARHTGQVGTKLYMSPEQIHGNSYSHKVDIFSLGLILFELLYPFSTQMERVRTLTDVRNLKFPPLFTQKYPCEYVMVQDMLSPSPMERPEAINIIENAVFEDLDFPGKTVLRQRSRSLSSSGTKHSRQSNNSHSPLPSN
Calpain2 inh: inhibitors of pig calpain II | purified calpain II, fluorogenic peptide substrate, 30 min | 220,000 compounds, 0.37% hits | inhibition, % at 16 µM;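 active = inhibition above about 50%, limit read from the data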
MDM2 E3 inh: blocks human Mdm2 ubiquitin ligase activity; Q00987; cell-based MDM2 ubiquitination luciferase reporter, 2 h; 0 = plate control, 100 = twice control, blank-subtracted; signal enhancement, % at 5 µM; 210,000 compounds, 0.11% hits; AID 1230;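 active = signal enhancement of 30% or more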;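 note: luminescence tracks abundance of the self-degrading MDM2-luciferase fusion protein; higher signal means inhibition of MDM2 E3 ligase activity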
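Timing – 2 h compound exposure at 37 °C · Assay system – mammalian cells stably expressing self-ubiquitinating, self-degrading MDM2 E3–luciferase fusion · Amount – 2000 cells seeded into each well · Measure – % luminescence enhancement versus blank-corrected plate control mean · Measured by – SteadyLite luminescence, 15 min reagent step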
KCC2 mod: KCC2 (human) Cl- transport modulation; 190,000 compounds, 2.2% hits; Q9H2X9; KCC2 cells, thallium flux FluoZin-2 fluorescence; B-score of Tl+ flux slope (higher = more flux/activation; lower = inhibition) at 10 µM; AID 1456;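 active = thallium flux slope and its plate-corrected score both differing from the plate sample mean at a set confidence after two filtering rounds, in either direction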;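 note: slope of fluorescence scaled to starting intensity during 10 to 20 s after thallium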
TNF necrop inh: inhibitors of TNF-alpha induced necroptosis in Jurkat FADD-/- cells; Jurkat FADD-/- TNF necroptosis rescue, ATP luminescence, 24 h; 0 = TNF only, 100 = no-TNF cells; activation (protection from cell death), % at 10 µM; 220,000 compounds, 0.068% hits;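 active = activation, meaning protection from cell death, of at least 50% relative to plate controls; inactive = activation below 50%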;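 note: necroptosis triggered by 40 ng/mL TNF-alpha added together with compound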
The depositor's hits bear a star; i = inactive; / = not tested or not shown; [ ] = another dose, or the depositor's remark.

#1 CCc1cccc(C)c1NC(=S)NCc1cccn1C
#2 O=C(NNc1ncnc2c1cnn2-c1ccccc1)c1cccs1
#3 Cn1c([N+](=O)[O-])cnc1N1CCN(c2nncs2)C1=O
#4 O=C(CN(CC1CCCO1)C(=O)CCC(=O)Nc1ccccn1)NCC1CCCO1 (centres undefined)
#5 COC(=O)c1ccc(C(=O)OC)c(NC(=O)/C=C/C(=O)O)c1
#6 CCc1noc(C)c1C(=O)N1CCCC(C(=O)c2cc(F)ccc2F)C1 (centres undefined)
#7 Nc1nc2ccccc2n1/N=C/c1cccnc1
#8 CCCSCCCNC(=O)CC1Oc2ccccc2NC1=O (centres undefined)
compound no.	1	2	3	4	5	6	7	8
Calpain2 inh	7	-3	14	-43	-22	-30	1	-12
MDM2 E3 inh	-9	-20	-11	-18	-16	-7	-4	0
Rad51 HR inh	8	6	-18	-13	11	-2	-2	5
EBV gp42 block	-5	3	-16	-19	2	-1	-4	68*
TNF necrop inh	-0.3	2.4	1.0	-1.8	0.6	0.3	-2.0	-2.3
PERK inh	0.5	0.0	1.6	0.8	0.9	-0.5	0.7	0.1
zVAD death inh	-0.5	1.0	1.6	0.1	0.9	3.4	2.4	0.1
KCC2 mod	0.73	-0.15	0.84	-0.061	0.44	1.2	-0.0023	-0.0011
eIF4E 4G PPI	4	4	3	2[fluorescence artefact?]	1	-3	-2	0

#9 NC(=O)c1ccsc1NC(=O)c1nc(-c2ccccc2)n(-c2ccccc2)n1
#10 C=CCOC(=O)C1=C(C)NC(C)=C(C(=O)OCC=C)C1c1ccco1
#11 C=CCOc1cccc(C2C(C(=O)c3cccs3)=C(O)C(=O)N2Cc2cccnc2)c1 (centres undefined)
#12 Cc1ccccc1-n1c(C)c(C#N)c(=O)c(-[n+]2ccccc2)c1[S-]
#13 O=C(O)C1CCN(c2ccc(Cl)nn2)CC1
#14 Cc1cc(CN2CCCC(CNC(=O)c3ccc(F)cc3)C2)cc(C)c1O (centres undefined)
#15 CC(NC(=O)C1CCN(S(=O)(=O)N2CCC3(CC2)OCCO3)CC1)c1ccccc1 (centres undefined)
#16 COc1ccc(-n2c(=O)[nH]c3c(C(N)=O)nc(C4CCCCC4)nc32)cc1
compound no.	9	10	11	12	13	14	15	16
Calpain2 inh	-343	-15	17	-15	-32	20	12	0
MDM2 E3 inh	-13	-13	-9	-3	20	-11	-4	-5
Rad51 HR inh	-4	10	5	3	0	-25	2	4
EBV gp42 block	-12	-16	10	-9	-31	9	1	-2
TNF necrop inh	-3.6	-3.5	0.0	-0.8	0.3	2.4	0.9	-1.6
PERK inh	-0.1	-1.6	0.3	1.2	0.8	-1.0	-0.3	0.3
zVAD death inh	9.3	-0.2	2.6	2.7	6.1	-1.8	-0.3	18
KCC2 mod	0.14	0.24	0.75	-0.53	1.4	-0.12	-0.03	-0.07
eIF4E 4G PPI	-4[fluorescence artefact?]	1	-5	3	2	1	-3	-1

Filtered by structure, those above containing a thiophene ring, fused or not
#2 O=C(NNc1ncnc2c1cnn2-c1ccccc1)c1cccs1
#9 NC(=O)c1ccsc1NC(=O)c1nc(-c2ccccc2)n(-c2ccccc2)n1
#11 C=CCOc1cccc(C2C(C(=O)c3cccs3)=C(O)C(=O)N2Cc2cccnc2)c1 (centres undefined)
compound no.	2	9	11
Calpain2 inh	-3	-343	17
MDM2 E3 inh	-20	-13	-9
Rad51 HR inh	6	-4	5
EBV gp42 block	3	-12	10
TNF necrop inh	2.4	-3.6	0.0
PERK inh	0.0	-0.1	0.3
zVAD death inh	1.0	9.3	2.6
KCC2 mod	-0.15	0.14	0.75
eIF4E 4G PPI	4	-4[fluorescence artefact?]	-5

Going on with the list:
#17 O=C(NCc1ccc2c(c1)OCO2)c1ccc(S(=O)(=O)N2CCOCC2)cc1
#18 CCN1C=C(Cc2cccs2)C2=C(C1)C(c1cccs1)C(C#N)=C(N)O2 (centres undefined)
#19 CCN(CC)CCC(c1ccc2c(c1)OCO2)c1c(OC)cc(OC)c2ccc(=O)oc12 (centres undefined)
#20 O=C(Nc1ccccc1)C1=C(O)CC(c2ccco2)CC1=Nc1ccccc1 (centres undefined)
#21 Cc1ccc(-c2n[nH]c(=S)n2/N=C/c2cccn2C)cc1
#22 Cc1cc(NCCN2CCOCC2)n2c(nc3ccccc32)c1C#N
#23 Cc1c(C(=O)Nc2ccccc2)csc1-c1ccccc1
#24 CN(C)C=Nc1ncc2c([nH]c3ccccc32)c1C#N
compound no.	17	18	19	20	21	22	23	24
Calpain2 inh	8	-85	-4	-3	29	i	-3	-57
MDM2 E3 inh	-9	-23	-9	-1	-9	3	-32	28
Rad51 HR inh	3	-6	-4	-4	/	-10	20	/
EBV gp42 block	-5	13	-16	-19	-31	10	-1	-4
TNF necrop inh	2.1	-9.8	-0.5	0.4	-2.5	-2.3	-0.8	-4.8
PERK inh	1.1	-1.1	/	1.1	0.8	0.4	0.7	-0.8
zVAD death inh	1.0	-0.1	-0.2	0.2	0.5	-0.6	1.8	3.2
KCC2 mod	-0.066	-0.8	-0.65	/	5.2*	-2.6	0.77	-1.5
eIF4E 4G PPI	-2	5[fluorescence artefact?]	-4	0	0[fluorescence artefact?]	-26	4[fluorescence artefact?]	2

#25 COc1ccc(S(=O)(=O)Nc2nc(C(F)(F)F)cs2)cc1
#26 CCOC(=O)c1ccc(S(=O)(=O)NNC(=O)c2ccc3c(c2)nc(C)n3CC)cc1
#27 CC(C)[C@@H]1NC(=O)N(c2ccc(Oc3ccccc3)cc2)C1=O
#28 COC(=O)CCCC1=CC2=CC(=O)C(C)(OC(=O)c3cccs3)C(=O)C2=CN1c1ccc(OC)cc1 (centres undefined)
#29 CCN(c1ccccc1)S(=O)(=O)c1ccc(OC)c(NS(=O)(=O)c2cccs2)c1
#30 CCN(CC)c1ccc(C=C2C(=O)OC3(CCCC3)OC2=O)cc1
#31 CCCCN1CN(Cc2ccco2)CNC1=S
#32 Cc1occc1C(=O)N1CCN(C(c2ccccc2)c2ccccc2)CC1
compound no.	25	26	27	28	29	30	31	32
Calpain2 inh	14	8	-1	-19	-2	11	-4	10
MDM2 E3 inh	2	-14	-5	-6	-5	-13	12	-21
Rad51 HR inh	0	13	-2	-2	5	-65	7	-9
EBV gp42 block	-3	0	-10	-5	10	-206	-14	-17
TNF necrop inh	-0.9	0.2	-2.0	-1.1	0.1	-0.5	0.4	-1.0
PERK inh	2.2	0.7	-0.2	/	-0.8	0.6	1.7	-1.1
zVAD death inh	0.2	2.4	1.5	-0.5	1.8	1.3	-0.8	-0.2
KCC2 mod	1.2	0.021	-4	-0.014	-0.68	-0.84	-0.62	-0.31
eIF4E 4G PPI	-5	-1	0	-1	3	-2[fluorescence artefact?]	17	-20

One compound at a time, as listed above. Screens in order: Calpain2 inh	MDM2 E3 inh	Rad51 HR inh	EBV gp42 block	TNF necrop inh	PERK inh	zVAD death inh	KCC2 mod	eIF4E 4G PPI
Profile of CCN(c1ccccc1)S(=O)(=O)c1ccc(OC)c(NS(=O)(=O)c2cccs2)c1 → -2	-5	5	10	0.1	-0.8	1.8	-0.68	3
Profile of Cc1occc1C(=O)N1CCN(C(c2ccccc2)c2ccccc2)CC1 → 10	-21	-9	-17	-1.0	-1.1	-0.2	-0.31	-20

Remaining list, next part.
#33 O=C(O)C1NCCc2ccccc21 (centres undefined)
#34 O=C(CSc1ncnc2ccccc12)Nc1cc(S(=O)(=O)N2CCCCC2)ccc1Cl
#35 CC(=O)Oc1c(/C=C(\C#N)C(N)=O)[nH]c2ccccc12
#36 C=CCSc1nc2ccccc2n1S(=O)(=O)c1ccc(Cl)cc1
#37 NC(=S)NCc1cccnc1
#38 CCO[C@@H]1OC(C(=O)NCc2nc3ccccc3[nH]2)=C[C@H](c2cn(C(C)=O)c3ccccc23)[C@H]1CCCO
#39 CCOc1ccc(NCCC#N)cc1
#40 COC(=O)c1cccc(C(=O)N2CCCC(CNC(=O)c3ccccc3Cl)C2)c1 (centres undefined)
compound no.	33	34	35	36	37	38	39	40
Calpain2 inh	10	2	15	37	-7	-2	-18	-12
MDM2 E3 inh	-7	-11	-6	/	-8	/	-34	5
Rad51 HR inh	-3	/	-311	6	22	-2	-1	4
EBV gp42 block	-10	-40	1	3	-7	-6	4	-2
TNF necrop inh	-0.4	3.6	-1.6	-1.8	-0.8	4.0	-1.1	2.4
PERK inh	1.0	-0.3	2.9*	0.9	1.3	0.2	2.8	-1.2
zVAD death inh	-0.1	-0.6	1.5	-0.9	-0.3	-0.4	-0.1	0.5
KCC2 mod	0.18	-0.86	/	-0.04	4.8*	-0.013	0.51	6.8e-05
eIF4E 4G PPI	1[fluorescence artefact?]	-4	5	-2	0	0	0	-4

#41 Brc1ccccc1OCCCN1CCCCCC1
#42 CCOc1ccc(NC(=O)CSc2nnc(C3CC3)n2N)cc1
#43 N#Cc1ccc(OCC(=O)OCC(=O)NCCC2=CCCCC2)cc1
#44 O=C(CCS(=O)(=O)c1ccccc1Cl)NCc1ccc(F)cc1
#45 CN(C)CCCn1c(N)c(C#N)c2nc(C#N)c(C#N)nc21
#46 COc1ccc(NS(=O)(=O)c2ccc3c(c2)n(C)c(=O)n3C)cc1
#47 O=C(O)c1cc(Cl)c2ccccc2c1O
#48 COc1ccccc1NC1=C(N2CCCCC2)C(=O)c2ccccc2C1=O
#49 CN1C2CCC1CC(NC(=O)CSCc1ccc(Cl)cc1Cl)C2 (centres undefined)
#50 C=C(C)CSc1nc2c(cc1C#N)CCC2
#51 CCCCSc1nc(O)c(C2OC(=O)c3c2ccc(OC)c3OC)c(=O)n1-c1ccccc1 (centres undefined)
compound no.	41	42	43	44	45	46	47	48	49	50	51
Calpain2 inh	-15	0	4	28	i	-18	-139	28	-25	-14	-27
MDM2 E3 inh	-15	-6	-4	-4	-2	-9	-7	-15	0	-14	-12
Rad51 HR inh	/	7	-13	14	-86	11	4	19	14	1	0
EBV gp42 block	-10	-28	-38	-6	-22	-12	-2	-7	-4	-26	-12
TNF necrop inh	2.0	-0.4	-0.1	-0.3	-12	0.5	-1.8	-11	4.3	-0.6	0.9
PERK inh	0.3	1.0	1.2	0.0	1.4	-0.2	-1.0	0.6	-1.5	0.4	-0.6
zVAD death inh	-0.6	0.1	0.0	0.2	-0.3	0.3	0.1	15	-0.3	-0.5	0.5
KCC2 mod	-1.7	-0.39	0.19	0.43	/	0.9	-1.6	0.81	-0.23	/	0.61
eIF4E 4G PPI	2	-3	-4[fluorescence artefact?]	2	2	5	4	6	-2	-10[fluorescence artefact?]	6[fluorescence artefact?]
